Apoferritin bind: binds horse apoferritin like a general anesthetic; P02791; apoferritin/1-aminoanthracene competitive binding, fluorescence; Potency, µM (titrated, usually from 77.5 µM), for the others: at the top dose activity change, negative = displacement, usual class: inhibitors; 350,000 tested, 0.074% active; note: % is set by controls: 0 for no effect and ±100 for the full control effect; nearly all actives have a fitted effect of over 20% in size
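Apoferritin-based anesthetic binding model; compound displacement of fluorescent 1-AMA measured as endpoint fluorescence after 10 minutes at room temperature, scaled to free-ligand and complex controls.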
APE1 inh: inhibitors of human APE1 endonuclease | P27695 | recombinant APE1, TAMRA/BHQ-2 abasic DNA cleavage fluorescence | Potency, µM (highest dose often 65.8 µM), for inactives: at the top dose activity change, negative = inhibition, actives largely listed as inhibitors | 350,000 tested, 0.35% active | AID 2517;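 note: plate controls were vehicle for no effect and reference inhibitor for full effect; nearly all actives have a fitted effect of over 55% in size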
Target sequence (P27695 whole entry, looked up): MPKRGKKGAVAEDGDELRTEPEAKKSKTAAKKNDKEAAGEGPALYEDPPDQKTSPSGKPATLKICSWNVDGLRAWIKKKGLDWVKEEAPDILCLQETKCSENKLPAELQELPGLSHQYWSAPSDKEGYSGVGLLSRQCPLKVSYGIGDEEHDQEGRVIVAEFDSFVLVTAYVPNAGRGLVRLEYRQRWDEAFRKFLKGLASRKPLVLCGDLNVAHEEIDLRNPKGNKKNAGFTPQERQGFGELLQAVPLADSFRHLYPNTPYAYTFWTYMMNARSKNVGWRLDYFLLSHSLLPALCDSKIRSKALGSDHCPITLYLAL
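Endonuclease cleavage of a quenched abasic-site DNA duplex (50 nM) by APE1 (0.75 nM) was tracked by TAMRA dequenching. Compounds were preincubated with enzyme 15 min at room temperature; data normalized to buffer-only and DMSO wells plus NSC13755 control.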
Pol eta inh: blocks human DNA polymerase eta activity | Q9Y253 | recombinant Pol eta, fluorescent DNA replication assay | Potency, µM (doses to about 114 µM), inactives show at the top dose activity change, negative = inhibition, most hits filed as inhibitors | 390,000 tested, 1.2% active | AID 588591; note: % is set by controls: 0 for no effect and ±100 for the full control effect
Target sequence (Q9Y253 whole entry, looked up): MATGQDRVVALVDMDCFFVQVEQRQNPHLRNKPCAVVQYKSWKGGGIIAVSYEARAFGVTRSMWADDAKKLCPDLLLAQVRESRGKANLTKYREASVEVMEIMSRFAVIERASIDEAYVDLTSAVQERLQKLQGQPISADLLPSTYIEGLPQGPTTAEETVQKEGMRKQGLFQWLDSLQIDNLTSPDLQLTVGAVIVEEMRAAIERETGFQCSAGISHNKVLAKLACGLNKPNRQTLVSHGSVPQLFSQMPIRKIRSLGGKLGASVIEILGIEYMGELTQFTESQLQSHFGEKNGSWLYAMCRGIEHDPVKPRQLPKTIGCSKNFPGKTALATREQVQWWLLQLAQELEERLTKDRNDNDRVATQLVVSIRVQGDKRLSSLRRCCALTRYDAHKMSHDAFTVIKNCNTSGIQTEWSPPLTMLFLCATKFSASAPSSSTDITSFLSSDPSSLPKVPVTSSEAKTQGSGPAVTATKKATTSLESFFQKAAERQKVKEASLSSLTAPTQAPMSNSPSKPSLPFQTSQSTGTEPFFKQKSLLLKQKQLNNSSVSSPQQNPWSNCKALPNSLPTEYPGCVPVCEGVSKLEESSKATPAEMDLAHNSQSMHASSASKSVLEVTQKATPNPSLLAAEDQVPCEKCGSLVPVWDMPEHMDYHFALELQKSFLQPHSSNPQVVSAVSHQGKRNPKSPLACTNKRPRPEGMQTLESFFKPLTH
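Pol eta (10 nM) was preincubated with compounds for 15 min at room temperature, after which fluorescent replication substrate (50 nM final) was added to start the reaction. Fluorescence was read kinetically at 0 and 10 min.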
BAZ2B block: inhibitors of human BAZ2B bromodomain. Q9UIF8. Potency, µM (titrated, usually from 114 µM), without a hit: at the highest dose activity change, negative = inhibition, most hits filed as inhibitors. 360,000 tested, 4.4% active. AID 504333. AlphaScreen BAZ2B-H3K14Ac peptide displacement; note: % is set by controls: 0 for no effect and ±100 for the full control effect; nearly all actives have a fitted effect of over 60% in size
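Inhibition is scored as reduced AlphaScreen emission. The BAZ2B/b-H3(5-23)K14Ac complex (50 nM each) in PBS pH 7.4, 0.01% Tween-20 meets compound (up to 110 uM) for 30 min at RT before bead addition.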
POLB inh: inhibitors of human DNA polymerase beta; P06746; Pol beta primer extension/strand displacement, fluorescence kinetic; Potency, µM (doses to about 114 µM), without a hit: at the highest dose activity change, negative = inhibition, most hits filed as inhibitors; 340,000 tested, 1.3% active; AID 485314; note: % is set by controls: 0 for no effect and ±100 for the full control effect
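Curves were derived by four-parameter Hill fits of normalized qHTS data. The kinetic fluorescent primer-extension read was taken at 0 and 10 min after 50 nM substrate, following a 15 min room-temperature preincubation of 10 nM enzyme with compounds.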
BLM helicase inh: inhibitors of human Bloom syndrome helicase BLM; 350,000 tested, 0.2% active; recombinant BLM DNA unwinding, fluorescence dequenching; Potency, µM (doses to about 56.1 µM), without a hit: at the highest dose activity change, negative = inhibition, most hits filed as inhibitors; P54132;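 note: plate controls were vehicle for no effect and no enzyme for full effect; nearly all actives have a fitted effect of over 35% in size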
G9a block: G9a (human) methyltransferase inhibition | Potency, µM (top dose mostly 102 µM), without a hit: at the top dose activity, negative = inhibition, usual class: inhibitors | AID 504332 | Q96KQ7 | G9a H3K9 monomethylation, AlphaScreen, 2 h | 350,000 tested, 8.8% active; note: % is set by controls: 0 for no effect and ±100 for the full control effect; nearly all actives have a fitted effect of over 75% in size
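Quantitative HTS format: methyltransferase activity on a biotin-tagged H3K9 peptide is measured by AlphaScreen, using a rabbit anti-monomethyl-H3K9 antibody with streptavidin donor and anti-IgG acceptor beads. Final levels are 20 nM enzyme, 500 nM peptide, 20 uM SAM; 2 h RT.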
Pol kappa inh: blocks human DNA polymerase kappa activity | Q9UBT6 | purified Pol kappa, fluorescent DNA synthesis assay, 10 min | Potency, µM (series often up to 107 µM), for the others: at the top dose activity, negative = inhibition, actives largely listed as inhibitors | 400,000 tested, 0.53% active | AID 588579; note: % is set by controls: 0 for no effect and ±100 for the full control effect
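Kinetic fluorescence readout at 0 and 10 min followed reaction start with substrate at 50 nM final. Beforehand, enzyme (10 nM Pol kappa) stood 15 min with compound at room temperature; buffer-only wells were negative controls.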
Pol iota inh: inhibitors of human DNA polymerase iota; Q9UNA4; Pol iota fluorescent replication assay, 10 min; Potency, µM (titrated, usually from 115 µM), inactives show at the highest dose activity, negative = inhibition, actives largely listed as inhibitors; 390,000 tested, 1% active
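Pol iota at 10 nM preincubated 15 min with compounds at room temperature; reaction started with fluorescent substrate, 50 nM final. Fluorescence read kinetically at 0 and 10 min; buffer-only wells as negative control.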
The depositor's hits bear a star; u = inconclusive; x = no result given; & = joins results of further samples; [ ] = another dose, or the depositor's remark. Calls come from the whole dose curve; as a rule, active = well fitted curve in the direction sought with a large enough effect; inconclusive = small, poorly fitted or top-dose-only effect, or another doubt; inactive = no such curve, though single readings can be large; an effect the other way counts as inactive or inconclusive. Potency is the fitted concentration of half-maximal effect. An excerpt; the hit share may differ from the screen's.

Below each compound: Apoferritin bind | APE1 inh | Pol eta inh | BAZ2B block | POLB inh | BLM helicase inh | G9a block | Pol kappa inh | Pol iota inh
- CC(C)(C)c1ccc(C(=O)Nc2ccc(-c3nc4cc(Cl)ccc4o3)cc2)cc1
→ 21% | x | -3% | -2% | -10% | 2% | 7%[59 µM] | -5% | 41%[activator]
- Cc1ccc(S(=O)(=O)N2CCOCC2)cc1C(=O)NC1CCCC(C)C1C (configuration not stated)
→ x | 5% | 3% | 13% | x | x | 17%[0.501 µM] | -1% | 16%
- CC(CCc1ccccc1)NC(=O)c1ccccc1F (configuration not stated)
→ -12% | 24% | -7% | 1% | 30% | 1% | 50% | 10% | -16%
- CCn1c(=O)n(CC)c2cc(N3CCCCC3)c(NC(=O)Nc3ccccc3C(F)(F)F)cc21
→ u | x | -19% | u | 11% | -10% | -46%[59 µM] | -2% | 28%
- C/C(=N\NS(=O)(=O)c1ccc(Br)cc1)c1cccs1
→ -21% | -1% | 8% | 7% | 20% | -6% | u | -4% | 16%
- O=C(Nc1cc(C(F)(F)F)ccc1Cl)C(Sc1cccc[n+]1[O-])c1ccccc1 (configuration not stated)
→ u | 2% | -13% | -9% | 2% | -8% | 8.9µM* | 1% | 0%
- COc1ccccc1NC(=O)c1cc(C)oc1C
→ -8% | -3% | -8% | -29% | 0% | -3% | -20% | -6% | 19%
- COc1ccc(CNC(=O)c2cc(C3CC3)nc3c2c(C)nn3-c2cccc(Cl)c2C)cc1
→ -3% | x | -2% | 9%[57.1 µM] | 13% | 0% | 2%[59 µM] | 8% | 19%
- O=C(O)c1csc(Br)c1Br
→ -4% | -10% | -1% | -3% | -1% | -5% | u | -15% | -3%
- CCN(CC)C(=O)CSc1nc2cc3c(cc2c(=O)n1CCCCCC(=O)NCc1ccc(OC)cc1)OCO3
→ -6%&-7% | 4% | 1%&-5% | -28%&0% | u | -9%&-1% | 1%&-2%[59 µM] | -13% | 89%&12%[activator]
- C=CCn1c(O)c(N=NC(=S)Nc2ccccc2F)c2ccccc21
→ u | -6% | -7% | u | 2% | -7% | 11µM* | 6% | 20%
- CCc1ccc(NC(=O)CSc2nc3c(sc4ccccc43)c(=O)n2CCCOC)cc1
→ 4% | x | 4% | 0% | 31% | -9% | 14%[59 µM] | -2%[60.1 µM] | -13%
- CCCN(CC(=O)Nc1ccccc1OC)C(=O)CCCN1C(=O)c2ccccc2C1=O
→ x | 1% | -4% | 11% | x | x | -5% | -19% | 7%
- CCOC(=O)C1=C(C)Nc2[nH]c(=O)[nH]c(=O)c2C1c1cccs1 (configuration not stated)
→ -5% | -2% | -15% | 1% | -23% | 2% | 3% | -8% | 17%
- CCC1Nc2ncnc(N3CCN(c4ccccc4)CC3)c2N(Cc2ccc(Br)cc2)C1=O (configuration not stated)
→ x | -12% | -7% | u | x | x | u | -4% | u
- Cc1cc(-n2c(C)nc3ccccc3c2=O)ccc1NC(=O)c1ccc([N+](=O)[O-])cc1
→ -6% | x | 4% | -9% | 4% | -1% | -10%[59 µM] | -6%[60.1 µM] | -13%
- S=C(NCc1ccco1)N1CCOCC1
→ -6% | u | -4% | -18% | 0% | -3% | -27% | -4% | 39%[activator]
- Cc1ccc(NC(=O)COC(=O)Cn2c(C)csc2=O)cc1C
→ u | 11% | 1% | -9% | 13% | -3% | -39%[12.7 µM] | -2% | 13%
- CN(C)S(=O)(=O)c1ccc(N2CCCC2)c(C(=O)NNC(=O)COc2ccc(Cl)cc2)c1
→ -18% | 32% | -17% | -17% | -12% | -1% | u | -3% | -12%
- Cc1ccccc1Nc1nc(-c2cccnc2)cs1
→ u | -5% | -23% | 40µM* | u | -1% | x | 4% | 18%
- C#CCNC(=O)C1=C[C@@H](C)C[C@@H](OCc2ccc(CO)cc2)O1
→ -5% | -2% | -1% | -13% | 38% | 0% | u | -20% | 21%
- COc1ccc(-c2nc3ccccc3o2)cc1NC(=O)COc1ccc(C(C)(C)C)cc1
→ -5% | x | -11% | 1% | -4% | -7% | -38%[59 µM] | -13% | 40%[activator]
- CCCCNC(=O)CCc1c(C)nc2cc(-c3ccccc3)nn2c1C
→ -1% | x | 1% | -3% | 25% | 0% | -25%[59 µM] | 2% | -2%
- CC1CCN(CCc2nc3cc(NS(=O)(=O)c4ccc(F)cc4)ccc3n2C)CC1
→ -22% | -1% | -11% | -6% | 0% | -8% | -2%[12.7 µM] | -4% | 7%
- Nc1ccc(-n2cnc3cc([N+](=O)[O-])ccc32)cc1
→ -22% | -2% | u | -6% | 0% | 2% | 5%[12.7 µM] | 2% | 18%
- CCOC(=O)c1ccc(N2C(=O)c3n[nH]c(-c4cccs4)c3C2c2ccc(C)cc2)cc1 (configuration not stated)
→ -17% | x | 4% | x | 14% | -5% | -47%[59 µM] | 7% | u
- CN(C)c1cccc(C(=O)N2CCCC(CCC(=O)N3CCN(c4ccccn4)CC3)C2)c1 (configuration not stated)
→ -18% | 27% | -10% | -24% | u | -1% | -11% | -11% | 20%
- COc1ccc(C(=O)NCC(C)(C)SCc2c(C)cc(C)cc2C)cc1
→ 18% | -3% | -8% | -9% | -18% | -10% | 4%[12.7 µM] | -11% | -17%
- COc1ccc(N2CC(C(=O)NCc3n[nH]c(=O)c4ccccc34)CC2=O)cc1 (configuration not stated)
→ x | 30% | -11% | 8% | x | x | -22%[12.7 µM] | -12% | -1%
- COC(=O)c1cc(OC)c(OC)cc1NC(=O)c1ccoc1C
→ 87%[activator] | 6% | x | -2% | -2% | 0% | 5%[59 µM] | x | x
- C#CCn1cccc(C(=O)Nc2ccc(OC)cc2)c1=O
→ -12% | 17% | u | 3% | 26% | -3% | 22%[2.33 µM] | 11% | 12%
- C=CC(=O)NN(C)c1ncc(C(F)(F)F)cc1Cl
→ -7% | 4% | -15% | 1% | 25% | -3% | 30%[59 µM] | -12% | -3%
- COC(=O)c1[nH]c2ccc(C)cc2c1NC(=O)NC1CCCCC1
→ -11% | -2% | -8% | -4% | -4% | 0% | u | -2% | 5%
- CCOc1ccccc1-n1c(SCC(=O)N2CCCC2)nnc1-c1ccoc1C
→ 5% | -5% | 11% | 1% | -10% | 0% | -24% | 2% | 18%
- COc1ccc(/C=N/NC(=O)c2cc(C34CC5CC(CC(C5)C3)C4)[nH]n2)cc1O
→ u | -3% | -21% | -35% | -14% | -9% | -3% | -8% | 10%
- CCN(CC)C(=O)c1cn(-c2ccccc2)nc1-c1ccc2c(c1)OCCO2
→ -20% | 2% | -1% | 1% | -1% | -12% | 6% | -1% | 71%[activator]
- O=C(CSc1nc2c([nH]c3ccccc32)c(=O)n1-c1ccccc1F)NCC1CCCO1 (configuration not stated)
→ -13% | 18% | -16% | -15% | 1% | 1% | -5% | -6% | -7%
- CCCCCCCc1c(O)nc(SCCN2CCOCC2)[nH]c1=O
→ -4% | 1% | 0% | -19% | 10% | 3% | x | -4% | 21%
- CCc1ccc(NC(=O)Cn2c(SC)nc3ccccc32)cc1
→ -12% | -2% | -16% | 8% | 20% | -7% | 4% | -7% | 11%
- CCOc1ccc(CNC(=O)CCCn2c(=O)c3cccn3c3ccc(F)cc32)cc1
→ 1% | x | -18% | 6% | -11% | -1% | -2%[59 µM] | 7% | 19%
- O=C(CSc1nncs1)NCCCc1ccccc1
→ -3% | -3% | -2% | x | 16% | 1% | 3% | -7% | -3%
- CCC1(c2ccc(F)cc2)NC(=O)N(CC(=O)N2CCN(C(=O)c3cccs3)CC2)C1=O (configuration not stated)
→ x | -5% | -12% | -6% | x | x | u | -6% | 22%
- CCOC(=O)c1c(C)[nH]c(C(=O)Cn2nnc(-c3ccccc3Cl)n2)c1C
→ u | 5% | -6% | x | 25% | -4% | 0%[59 µM] | -13% | 0%
- CCn1ncc(CN2CCCC(CNC(=O)c3ccc(F)cc3)C2)c1C (configuration not stated)
→ -6% | 5% | -5% | -11% | -8% | -1% | 29% | -7% | 49%[activator]
- Cc1cccc(NC(=O)CSc2nc(N)c(NC(=O)c3cccs3)c(=O)[nH]2)c1C
→ 6% | -3% | 0% | -5% | -12% | 0% | u | -9% | 12%
- CC(=O)N1c2ccc(S(=O)(=O)N3CCCC3C(=O)NCc3ccc(Cl)cc3)cc2CC1C (configuration not stated)
→ -2% | 23% | -13% | -6% | 10% | -1% | 4% | -17% | 18%
- O=c1cc(O)c2sc3nc(-c4cccnc4)cc(C(F)(F)F)c3c2[nH]1
→ -4% | 4% | u | 56µM* | 13µM* | -21% | u | u | 18µM*
- COc1cccc(NC(=O)CN(C)C(=O)Cc2cccc3ccccc23)c1
→ x | 7% | -20% | 5% | x | x | -9%[12.7 µM] | -1% | 16%
- Cn1c2ccc(F)cc2c2nnc(SCCN3CCOCC3)nc21
→ 6% | -8% | -6% | -1% | 41% | -3% | 50µM* | 3% | 39%[activator]
- COc1ccc(N2CCN(C(=O)c3cn(C4CCCC4)c(=O)c4c3c3ccccc3n4C)CC2)cc1
→ -9% | -4% | -15% | u | -2% | -8% | 32µM* | -13% | 63%[activator]
- CCN1CCc2c(sc(NC(=O)c3ccc(S(=O)(=O)N(C)CC4CCCO4)cc3)c2C(N)=O)C1 (configuration not stated)
→ -14% | 15% | -16% | -18% | 9% | -9% | u | -6% | 3%

An excerpt of these results, bar-delimited:
SMILES | Apoferritin bind | APE1 inh | Pol eta inh | BAZ2B block | POLB inh | BLM helicase inh | G9a block | Pol kappa inh | Pol iota inh
COc1ccccc1NC(=O)c1cc(C)oc1C | -8% | -3% | -8% | -29% | 0% | -3% | -20% | -6% | 19%
COc1ccc(CNC(=O)c2cc(C3CC3)nc3c2c(C)nn3-c2cccc(Cl)c2C)cc1 | -3% | x | -2% | 9%[57.1 µM] | 13% | 0% | 2%[59 µM] | 8% | 19%
O=C(O)c1csc(Br)c1Br | -4% | -10% | -1% | -3% | -1% | -5% | u | -15% | -3%
CCN(CC)C(=O)CSc1nc2cc3c(cc2c(=O)n1CCCCCC(=O)NCc1ccc(OC)cc1)OCO3 | -6%&-7% | 4% | 1%&-5% | -28%&0% | u | -9%&-1% | 1%&-2%[59 µM] | -13% | 89%&12%[activator]
